UHRF1 MBD2 ctr – UHRF1 methyl-DNA binding inhibition. Q96T88. UHRF1 binding to methylated oligo, TR-FRET. inhibition, % at 4.4 µM. hit rate 0.75% among 370,000. AID 687016; in the data active = inhibition above about 21%;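 also: UHRF1 SRA domain binding a hemimethylated CpG hairpin DNA probe; 0% = median of test compound wells and 100% = reference inhibitor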
TDP2 inh – TDP2 (human) inhibition, absorbance primary screen | hit rate 0.34% among 370,000 | recombinant TDP2, T5PNP hydrolysis, p-nitrophenol absorbance 415 nm | inhibition, % at 12.8 µM | O95551;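 active = inhibition above the mean of all tested compounds plus 3 SD, set per campaign, cut at about 25% in these data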;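 also: 0% = DMSO with enzyme and 100% = buffer with substrate but no TDP2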
Target sequence (O95551 whole entry, looked up): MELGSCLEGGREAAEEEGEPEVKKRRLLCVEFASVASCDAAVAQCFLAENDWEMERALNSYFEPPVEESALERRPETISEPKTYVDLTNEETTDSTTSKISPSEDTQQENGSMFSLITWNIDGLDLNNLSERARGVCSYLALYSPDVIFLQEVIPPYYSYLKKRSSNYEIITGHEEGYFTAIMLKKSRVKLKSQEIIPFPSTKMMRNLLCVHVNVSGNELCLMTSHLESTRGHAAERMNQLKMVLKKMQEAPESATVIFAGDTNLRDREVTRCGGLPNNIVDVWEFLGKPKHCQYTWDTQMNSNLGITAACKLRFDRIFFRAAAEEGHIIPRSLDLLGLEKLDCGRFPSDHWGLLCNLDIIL
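Incubation: 2 h at 37 °C; Test system: recombinant human TDP2; Quantity: enzyme 120 nM; Read-out basis: percent inhibition; Medium: 50 mM Tris-HCl pH 7.5 with Mg2+, KCl, DTT, BSA; Repeats: single replicate; Compound: 12.8 µM single point, 1% DMSO; Signal: epi absorbance; Reagent: 5 mM T5PNP chromogenic substrate; Benchmarks: no-enzyme high, DMSO-plus-enzyme low.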
proKLK7 act – activates the human kallikrein-7 zymogen | P49862 | purified proKLK7, EDANS-DABCYL substrate fluorescence; 100% is mature enzyme control, 0% vehicle | activation, % at 7 µM | hit rate 0.9% among 370,000;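 active = activation above the mean of all tested compounds plus 3 SD, computed per campaign excluding outliers beyond control limits, cut at about 13% in these data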
Target sequence (P49862 whole entry, looked up): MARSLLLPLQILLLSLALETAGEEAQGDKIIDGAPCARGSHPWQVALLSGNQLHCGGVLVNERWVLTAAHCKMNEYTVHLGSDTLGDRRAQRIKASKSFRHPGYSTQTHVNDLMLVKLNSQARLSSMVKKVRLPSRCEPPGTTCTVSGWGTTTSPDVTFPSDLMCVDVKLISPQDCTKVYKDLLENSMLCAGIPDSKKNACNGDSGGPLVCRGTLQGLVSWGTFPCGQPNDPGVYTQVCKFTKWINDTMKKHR
DDE Tn7 FP inh – disrupts Tn7 cyclic peptide binding to fibrin D-Dimer-E complex; P02675; FP displacement of FITC-Tn7 peptide from fibrin DD(E); 0% = median of compound wells per plate; inhibition, % at 8.3 µM; hit rate 0.13% among 370,000;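 active = inhibition above the mean of compounds falling within the control limits plus 3 SD of them, cut at about 14% in these data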;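 also: 0% = plate median of compound wells and 100% = 10 µM Aha-Tn7 peptide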
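assay system = human clot-derived fibrin DD(E) complex | quantity = Fibrin-DD(E) at 2 µM final | timing = 10 min preincubation, 3 h with tracer, room temperature | signal = fluorescence polarization | measure = percent inhibition | benchmarks = high control wells with 10 µM unlabelled Aha-Tn7 peptide (full inhibition) | replicates = singlicate testing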
PRMT1 inh – blocks human protein arginine methyltransferase 1 | recombinant PRMT1, activity-based probe fluorescence polarization | inhibition, % at 2.79 µM | hit rate 1.3% among 370,000;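 active = inhibition above about 21% made by adding two undisclosed values, limit read from the data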
Target sequence (Q99873 whole entry, looked up): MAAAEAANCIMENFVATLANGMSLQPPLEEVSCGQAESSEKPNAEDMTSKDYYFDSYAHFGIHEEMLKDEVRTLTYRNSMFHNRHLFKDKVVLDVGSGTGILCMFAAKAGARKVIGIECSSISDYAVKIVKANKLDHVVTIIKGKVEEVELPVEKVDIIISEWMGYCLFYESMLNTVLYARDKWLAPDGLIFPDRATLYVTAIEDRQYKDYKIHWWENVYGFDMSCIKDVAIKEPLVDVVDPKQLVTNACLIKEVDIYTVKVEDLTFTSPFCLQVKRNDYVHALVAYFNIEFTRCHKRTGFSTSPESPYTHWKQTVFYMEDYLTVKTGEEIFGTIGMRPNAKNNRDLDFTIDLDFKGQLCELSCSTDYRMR
Tn6 DDE FP – disrupts Tn6 cyclic peptide binding to fibrin D-Dimer-E complex | hit rate 0.21% among 370,000 | P02675 | Fibrin DD(E) TRITC-Tn6 fluorescence polarization displacement | inhibition, % at 8.3 µM | AID 720509;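 active = inhibition above a per-campaign cutoff: mean of compounds within control limits plus 3 SD, cut at about 15% in these data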;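 also: 0% = median of all compound wells on the plate and 100% = blocking peptide control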
LEDGF integ inh – blocks HIV-1 LEDGF/p75-dependent DNA integration. TR-FRET IN-LEDGF/p75 DNA integration, Eu/Cy5. inhibition, % at 3.7 µM. hit rate 0.64% among 370,000;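 active = inhibition above the screen-wide mean plus 3 SD, cut at about 13% in these data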;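 also: signal is the Cy5 over europium emission ratio at 671 and 618 nm; 0% = plate median of compound wells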
SIAE inh – inhibitors of human sialic acid acetylesterase SIAE; Q9HAT2; hit rate 0.69% among 370,000; SIAE FP-Rh probe binding, fluorescence polarization; inhibition, % at 9.66 µM;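 active = inhibition above a cutoff: mean of compounds within the control limits plus 3 SD of those, cut at about 17% in these data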;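 also: 0% = plate median of compound wells and 100% = probe without SIAE protein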
MBD2 inh – MBD2-methylated oligo binding inhibition; Q9UBB5; TR-FRET, MBD2 binding to methylated oligonucleotide; inhibition, % at 4.4 µM; hit rate 0.31% among 370,000; AID 686964; in the data active = inhibition above about 13%
TCR CD3 inh – inhibitors of human TCR-CD3 interaction. TAMRA-labeled TCR probe fluorescence, biochemical. inhibition, % at 9.4 µM. hit rate 0.37% among 360,000; in the data active = inhibition above about 19%;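 also: recombinant mutant TCR 2C K166C tagged with TAMRA read by polarization; 0% = receptor in buffer alone and 100% = receptor with positive control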
Active calls of the source: *; nt = not tested or not shown; + = active, no number.

no.	UHRF1 MBD2 ctr	TDP2 inh	proKLK7 act	DDE Tn7 FP inh	PRMT1 inh	Tn6 DDE FP	LEDGF integ inh	SIAE inh	MBD2 inh	TCR CD3 inh	Molecule
1	0.0	14.5	0.8	3.3	-2.6	4.0	0.0	1.4	-4.5	10.4	C=CCC(C(=O)OC)(C(=O)OC)c1ccc([N+](=O)[O-])cn1
2	-2.0	-13.2	0.3	1.6	-2.9	-8.4	11.0	-0.8	-4.6	3.9	CCCc1ccc(OCC(O)CN2CCN(C(=O)OCC)CC2)cc1 (centres undefined)
3	-2.3	0.2	0.2	6.8	-3.1	3.3	-1.0	-1.3	0.5	8.8	O=c1cc(O)nc(SC23CC4CC(CC(C4)C2)C3)[nH]1
4	0.2	-0.5	0.7	-4.9	1.3	-3.4	1.8	-7.1	-4.5	5.4	O=S(=O)(c1cccc(-c2nc3n(n2)Cc2ccccc2-3)c1)N1CCCC1
5	3.9	4.8	0.6	1.6	1.1	-1.2	0.4	13.3	4.0	111.4*	O=C(NNC(=O)OCc1ccccc1)OCc1ccccc1
6	1.6	-11.4	0.4	-13.7	-1.6	4.5	3.4	-2.3	0.2	-0.8	COC(=O)C(N)Cc1ccc(Cl)cc1 (centres undefined)
7	0.3	8.4	0.2	5.0	3.0	9.4	1.2	-4.5	1.8	2.1	CC(=O)NCc1ccc(C(=O)CSc2nnc(C3CC3)n2C2CC2)cc1
8	1.0	-3.4	0.5	5.3	0.8	-5.3	-1.9	1.9	8.7	2.2	O=C(NCC1COc2ccccc2O1)Nc1ccccc1F (centres undefined)
9	4.6	10.9	0.8	5.1	6.7	-9.0	-1.3	-2.1	10.2	0.3	O=C(COC(=O)c1cccc(S(=O)(=O)N2CCOCC2)c1)Nc1ncc(Cl)cc1Cl
10	-2.8	1.9	-0.4	5.2	-1.6	2.1	-0.6	10.9	-3.9	-0.7	COc1ccc(C(O)P(=O)(OC(C)C)c2ccc(N(C)C)cc2)c(OC)c1 (centres undefined)
11	4.2	-18.2	-0.2	2.0	-1.8	1.7	-2.7	-1.6	1.7	-6.1	O=C(c1ccc(Cl)c(S(=O)(=O)N2CCCCC2)c1)N1CCCCCC1
12	0.2	-6.8	-0.4	10.3	-0.6	3.1	-0.2	-4.0	3.0	3.7	COC(=O)c1scc(C)c1N/N=C(\C)c1cc(F)c(Cl)cc1F
13	2.8	7.1	0.1	-2.5	2.6	-5.5	0.0	-10.8	0.3	8.7	COc1ccc(NC(=O)c2cc(-c3cc(F)ccc3OC)n[nH]2)c(C)c1
14	-2.0	10.2	0.5	-0.1	1.3	5.2	-4.0	1.8	2.5	-1.5	CC(=O)c1ccc(N2CCN(S(=O)(=O)c3ccc4c(c3)CC(C)N4C(=O)C3CC3)CC2)cc1 (centres undefined)
15	-6.5	5.8	0.0	6.4	1.3	-4.5	-1.8	-3.9	-0.4	-2.5	Cc1ccsc1/C=C1/SC(N2CC(C)OC(C)C2)=NC1=O (centres undefined)
16	-1.1	-2.9	0.2	2.7	1.0	-2.4	-3.6	-5.0	5.6	-1.9	Cc1cccc2nc(=S)n(C(=O)c3ccco3)n12
17	2.0	5.4	0.8	6.2	1.3	3.9	-0.3	7.7	4.4	0.3	COc1ccc(OC(=O)N(C)C[C@@H]2OCc3cn(nn3)CCCC(=O)N([C@H](C)CO)C[C@H]2C)cc1
18	79.2*	20.6	0.2	-2.6	52.3*	-11.7	89.8*	-22.1	20.0*	-2.0	O=C(CN1C(=O)/C(=C/c2ccco2)SC1=S)Nc1ccc(C(=O)O)c(O)c1
19	1.3	6.0	-0.3	3.2	4.0	0.1	0.8	5.2	3.4	nt	O=S1(=O)c2c(cccc2N2CC[C@H](O)C2)OCCCN1C1CC1
20	-0.5	-1.3	0.2	1.1	-0.7	2.5	2.5	-0.4	-0.5	-0.3	Cc1cccnc1NC1OC(=O)c2ccccc21 (centres undefined)

Structures listed so far containing a furan ring, fused or not:
no.	UHRF1 MBD2 ctr	TDP2 inh	proKLK7 act	DDE Tn7 FP inh	PRMT1 inh	Tn6 DDE FP	LEDGF integ inh	SIAE inh	MBD2 inh	TCR CD3 inh	Molecule
16	-1.1	-2.9	0.2	2.7	1.0	-2.4	-3.6	-5.0	5.6	-1.9	Cc1cccc2nc(=S)n(C(=O)c3ccco3)n12
18	79.2*	20.6	0.2	-2.6	52.3*	-11.7	89.8*	-22.1	20.0*	-2.0	O=C(CN1C(=O)/C(=C/c2ccco2)SC1=S)Nc1ccc(C(=O)O)c(O)c1

Additional entries.
no.	UHRF1 MBD2 ctr	TDP2 inh	proKLK7 act	DDE Tn7 FP inh	PRMT1 inh	Tn6 DDE FP	LEDGF integ inh	SIAE inh	MBD2 inh	TCR CD3 inh	Molecule
21	11.5	-11.6	0.6	3.4	1.2	-2.7	-1.1	7.9	2.7	-5.0	COc1ccc(CCN2CC(C(=O)N(C)Cc3ccccc3OC)CCC2=O)cc1 (centres undefined)
22	1.3	-13.7	0.1	1.6	6.6	-7.8	-3.5	-6.5	2.4	-10.8	COc1ccc(C(=O)NCC2(c3ccc(OC)c(OC)c3)CCCC2)c(OC)c1
23	-1.5	3.8	0.5	-2.3	-4.6	4.4	3.9	-2.9	2.0	3.5	O=C(NCCCN1CCOCC1)c1cccc(S(=O)(=O)N2CCOCC2)c1
24	1.5	-5.8	0.4	1.9	0.7	4.6	-4.6	-4.6	3.1	-0.9	O=C(CN1C(=O)c2ccccc2S1(=O)=O)NCc1ccc2c(c1)OCO2
25	0.0	1.0	0.1	0.8	1.1	-5.3	-0.9	3.2	-2.8	2.7	O=C(NCc1ccc(F)cc1)C1CCN(S(=O)(=O)c2cccnc2)CC1
26	1.9	-6.5	-0.1	4.0	-0.9	3.3	1.9	1.6	-1.4	2.0	CC1CCCCC1NC(=O)Cn1cccc1C(=O)c1ccccc1 (centres undefined)
27	3.5	0.5	-0.1	3.8	3.0	-0.5	-3.0	-2.1	1.0	-5.3	Cc1cc(C)c(NC(=O)CCn2nnc3ccccc32)c(C)c1
28	95.7*	-5.9	0.7	11.3	193.2*	+	13.9*	63.8*	110.8*	156.5*	COc1cccc2c1C(=O)c1c(O)c3c(c(O)c1C2=O)CC(O)(C(C)=O)CC3OC1CC(N(C)C)C(O)C(C)O1 (centres undefined)
29	-3.2	-0.5	-0.5	-4.3	2.9	4.6	3.1	-6.2	-0.8	-0.6	O=C(NC(Cc1ccccc1)C(=O)O)/C(=C\c1ccc(Cl)cc1)NC(=O)c1ccco1 (centres undefined)
30	-10.2	-7.3	0.0	-1.6	-4.6	3.3	3.0	6.7	-5.9	-0.6	CCOCCCn1c(=N)c(C(=O)NCc2ccc3c(c2)OCO3)cc2c(=O)n3ccccc3nc21
31	-1.3	-8.6	-0.9	-4.7	-0.4	1.4	1.1	-7.2	1.9	3.3	CC(Sc1nnc(Cc2ccc([N+](=O)[O-])cc2)o1)C(N)=O (centres undefined)
32	3.6	6.7	-0.5	-0.5	-0.3	-5.6	1.9	-8.4	0.1	-6.2	Cc1nc(CN2C(=O)C3(CCC3)ON=C2c2cccc(Cl)c2)cs1
33	-4.3	10.4	-0.3	7.9	-3.6	6.4	1.3	9.7	-7.1	3.1	Cn1c(CNc2ccccn2)c(C#N)c2ccccc21
34	-0.7	3.8	-0.3	1.4	-0.4	-7.5	0.2	9.2	-1.6	-1.5	Cc1ccc(-n2nnnc2SCC(=O)NCCC2=CCCCC2)c(C)c1
35	-1.5	3.2	-0.7	-1.5	-0.4	-12.4	0.4	-0.5	2.7	4.3	NC(=O)Cc1ccc(Nc2nnc(-c3ccc(O)cc3)c3ccccc23)cc1
36	0.5	8.0	0.4	0.8	1.6	5.3	1.4	5.2	1.9	-4.7	Cc1ccc(-c2nc(SCC(=O)NCC3CCCO3)c(-c3ccccc3)[nH]2)cc1 (centres undefined)
37	-1.0	-3.6	-0.3	7.5	-1.1	4.4	-0.4	-0.1	0.2	2.2	Cc1ccccc1N1CCN(S(=O)(=O)c2ccc3oc(=O)ccc3c2)CC1
38	0.3	-2.7	-0.1	-1.4	11.5	-0.2	1.5	-7.3	0.9	-5.0	COc1cccc(C(=O)CSc2nc3ccccc3n2CC(=O)N2CCOCC2)c1
39	-1.4	9.1	-0.5	2.4	-0.8	-5.3	1.1	9.6	-4.6	-3.4	CSc1ccc(CN2CCC(C)(Oc3cccc(F)c3)C2)cc1 (centres undefined)
40	-0.3	1.1	-0.3	9.4	2.6	1.3	0.5	-3.2	0.0	6.9	O=c1c(N2CCOCC2)nsn1Cc1ccccc1
41	0.1	7.2	0.6	-9.0	0.2	-3.5	1.0	-1.6	-3.7	7.8	Cc1ccc(C)c(Cn2nnc3c(=O)[nH]c(C(=O)NCc4ccco4)nc32)c1
42	-1.5	5.5	0.8	6.1	2.8	2.8	-1.2	-4.4	-0.7	0.7	CNS(=O)(=O)c1ccc(CNC[C@H]2O[C@@H](n3cc(C)c(=O)[nH]c3=O)C[C@@H]2O)cc1
43	0.3	3.1	-0.3	3.9	-3.6	3.0	-2.6	4.5	1.2	2.5	COc1cc(N(C)C)c(NC(C)=O)cc1C(=O)O
44	-0.1	7.3	0.2	1.4	-0.9	-8.8	0.8	-2.5	-4.5	2.1	O=C1Nc2ccccc2C(=O)N2[C@H](c3ccccc3)[C@@H]3C(=O)N(Cc4ccccc4)C(=O)[C@@H]3[C@H]12
45	1.9	6.2	-0.5	4.8	1.2	-2.1	-1.9	1.6	3.6	-8.4	COc1cccc(N2CCN(S(=O)(=O)c3cn(C)cn3)CC2)c1
46	-2.1	4.5	0.2	9.3	-0.2	0.6	-3.0	-3.6	0.4	2.3	CCn1c(SCC(=O)Nc2cc(NC(C)=O)ccc2OC)nnc1-c1cccnc1

Source: PubChem
